MPTP inh = inhibitors of mitochondrial permeability transition pore. isolated mouse mitochondria, Ca2+ swelling absorbance, 30 min. actives 1.4% (n = 360,000). inhibition, % at 10 µM;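 active means inhibition of 50% or more, scaled per plate between neutral and stimulator controls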;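 further: 0% = DMSO wells given calcium and 100% = 1 mM EGTA wells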
hIAP block = human IAP inhibition | inhibition, % at 10 µM | AID 2544 | P09923 | actives 0.12% (n = 330,000) | purified IAP, CDP-Star luminescence, 30 min;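 active means inhibition reaching a set limit with compound at 10 µM in the primary screen, cut at about 35% in these data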;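 further: plate controls were DMSO wells with enzyme for no effect and no-enzyme buffer wells for full effect; values of inactives mirror those of a sister screen read the other way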
Target sequence (P09923 whole entry, looked up): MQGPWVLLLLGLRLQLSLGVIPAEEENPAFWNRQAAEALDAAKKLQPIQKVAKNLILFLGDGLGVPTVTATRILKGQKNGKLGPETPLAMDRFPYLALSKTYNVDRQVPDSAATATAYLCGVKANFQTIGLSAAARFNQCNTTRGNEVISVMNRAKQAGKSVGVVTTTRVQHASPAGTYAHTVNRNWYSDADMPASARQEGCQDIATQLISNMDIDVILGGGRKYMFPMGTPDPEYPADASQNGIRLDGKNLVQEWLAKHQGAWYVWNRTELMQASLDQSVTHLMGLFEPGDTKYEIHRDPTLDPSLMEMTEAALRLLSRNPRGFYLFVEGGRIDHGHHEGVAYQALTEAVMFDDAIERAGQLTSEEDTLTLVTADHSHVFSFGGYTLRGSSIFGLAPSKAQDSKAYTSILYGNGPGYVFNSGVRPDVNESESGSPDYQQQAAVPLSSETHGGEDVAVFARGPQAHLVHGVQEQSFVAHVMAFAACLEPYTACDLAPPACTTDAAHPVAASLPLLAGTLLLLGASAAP
MIN6 prolif = inducers of beta-cell replication in MIN6 cells; MIN6 cells proliferation, ATPlite luminescence, 48 h; cells starved in 0.2% serum; 100% = growth in 10% serum; proliferation, % at 10 µM; actives 0.29% (n = 330,000);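 active means compounds whose signal lies at least 3.5 SD above the mean of all wells on their plate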;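 further: 0% = DMSO-treated cells in low-serum medium and 100% = 10% serum control; some compounds called inactive have numbers as strong as hits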
ATG4B inh = blocks human ATG4B protease cleavage of LC3 substrate. actives 0.51% (n = 340,000). ATG4B cleavage of LC3-PLA2, NBD-HPC fluorescence, 1 h. inhibition, % at 8.33 µM; in the data active means inhibition above about 40%
APOBEC3G inh = APOBEC3G (human) deaminase inhibition | Q9HC16 | recombinant A3G, ssDNA deamination FAM/TAMRA fluorescence | inhibition, % at 20 µM | actives 0.28% (n = 330,000) | AID 493012;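 active means inhibition of at least 40% at 20 µM, with no more than 30% in the related APOBEC3A deaminase screen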;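 further: plate controls were DMSO wells with A3G for no effect and wells lacking A3G enzyme for full effect; some compounds called inactive have numbers as strong as hits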
hIAP activ = increases human intestinal alkaline phosphatase activity. P09923. purified human IAP, CDP-Star luminescence, 30 min; hits give high values; 1 = vehicle-only enzyme, 0 = enzyme-free background. activation factor at 10 µM. actives 0.16% (n = 330,000). AID 2524;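 active means activation factor of the enzyme at least 2-fold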; further: the source names both 10 and 20 µM as test concentration; values of inactives mirror those of a sister screen read the other way
APOBEC3A inh = human APOBEC3A DNA deaminase inhibition. recombinant A3A, FAM/TAMRA ssDNA deamination fluorescence. P31941. inhibition, % at 20 µM. actives 0.41% (n = 330,000);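 active means at least 40% inhibition at 20 µM here, with at most 30% in a related deaminase screen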;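 further: plate controls were A3A with DMSO for no effect and wells lacking A3A enzyme for full effect; some results filed as inactive read as strong as hits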
Target sequence (P31941 whole entry, looked up): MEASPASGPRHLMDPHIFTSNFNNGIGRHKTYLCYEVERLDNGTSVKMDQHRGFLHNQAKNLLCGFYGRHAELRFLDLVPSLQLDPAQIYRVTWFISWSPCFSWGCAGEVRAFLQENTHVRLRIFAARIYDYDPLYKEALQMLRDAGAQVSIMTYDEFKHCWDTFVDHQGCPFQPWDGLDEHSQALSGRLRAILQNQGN
mIAP block = blocks mouse intestinal alkaline phosphatase; inhibition, % at 10 µM; purified mouse IAP, CDP-Star luminescence, 30 min; actives 0.2% (n = 330,000);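 active means inhibition of at least 40% at 10 µM in the primary screen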;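 further: plate controls were DMSO with enzyme for no effect and no enzyme wells for full effect; values of inactives mirror those of a sister screen read the other way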
mIAP act = increases mouse intestinal alkaline phosphatase activity; muIAP, CDP-Star luminescence, 30 min; hits give high values; 1 = vehicle-only enzyme signal, 0 = enzyme-free wells; activation factor at 10 µM; actives 0.24% (n = 330,000); AID 2805;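 active means activation factor of at least 2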; further: the source names both 10 and 20 µM as test concentration; values of inactives mirror those of a sister screen read the other way
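System: mouse IAP enzyme. Reagent: CDP-Star chemiluminescent phosphatase substrate. Benchmarks: DMSO wells, no-enzyme wells. Times: 30 min enzyme-substrate-compound incubation at room temperature. Detection: luminescence from enzymatic CDP-Star hydrolysis. Doses: test compounds delivered from DMSO solution.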
* marks the source's active call; other numbers are inactive results; x = no result given.

SMILES	MPTP inh	hIAP block	MIN6 prolif	ATG4B inh	APOBEC3G inh	hIAP activ	APOBEC3A inh	mIAP block	mIAP act
CCOc1cc2[nH]c(=S)n(CCN3CCC(C)CC3)c(=O)c2cc1OCC	-2.5	16	2	-4	-8	0.84	-2	6	0.94
CC(=O)N1CCOc2ccc(S(=O)(=O)N3CCCC(C)C3)cc21 (configuration not stated)	0.3	43*	1	-7	20	0.57	4	-8	1.1
O=C(Nc1ccccc1Cl)NC1(C(=O)N2CCOCC2)CCCCC1	-1.5	18	2	-16	-13	0.82	-2	6	0.94
C/C(=N\NC(=O)Cn1c(-c2ccccn2)nc2ccccc21)c1cccc(O)c1	1.7	-2	-2	-5	-4	1	-2	4	0.95
O=C(CN(C(=O)c1ccc(Cl)cc1)N1C(=O)C2CCCCC2C1=O)c1ccc(Cl)cc1 (configuration not stated)	-0.6	23	-2	-1	-6	0.77	-2	10	0.9
CS(=O)(=O)c1ccc(NCC2CCCO2)c([N+](=O)[O-])c1 (configuration not stated)	-0.6	19	-4	-16	-9	0.81	-3	11	0.89
CCCCNC(=S)N/N=C/c1cc(C)ccc1C	0.7	-11	-3	3	-3	1.1	3	15	0.85
COc1cc(C(c2c(NC(=O)c3ccco3)sc(C)c2C)N2CCOCC2)cc(OC)c1OC (configuration not stated)	1.5	-10	0	-2	0	1.1	1	-4	1
N=c1sccn1CC(=O)NCCc1ccc(Cl)cc1Cl	1.8	-8	-4	-11	3	1.1	3	-12	1.1
CC(NC(=O)COc1ccc(-c2nnco2)cc1)c1ccc(Cl)cc1Cl (configuration not stated)	0.5	1	-2	4	-6	0.99	8	-6	1.1
CN(C)c1ccc(-c2nnn(CC(=O)N3c4ccccc4CCc4ccccc43)n2)cc1	1.8	1	-1	-1	1	0.99	-4	-7	1.1
Cc1nc2c(ncn2-c2ccccc2)c(=O)n1NC(=O)CN1CCCCC1	1.2	-4	1	3	-2	1	-1	-10	1.1
O=C(NN=Cc1c(F)c(F)c(F)c(F)c1F)c1ccc(NS(=O)(=O)c2cccs2)cc1	-0.7	-1	-5	-6	-1	1	-1	4	0.96
O=C(CCCc1ccccc1)NCCS(=O)(=O)N1CCN(c2ccc(F)cc2)CC1	0.2	12	-1	-1	-7	0.88	3	0	1
COc1ccccc1NC(=O)C(=O)NCCC1CCCCN1S(=O)(=O)c1ccccc1 (configuration not stated)	1.2	-8	-4	0	-9	1.1	1	2	0.98
COc1ccc(-c2csc(NCc3ccco3)n2)cc1C	14	6	-6	5	-2	0.94	-2	16	0.84
O=S(=O)(c1ccc(F)cc1)N1CCCC(c2nc(-c3ccc(F)cc3)no2)C1 (configuration not stated)	-0.8	-3	-5	-10	-13	1	-2	-2	1
Cc1cc(C)n2nc(SCc3nnc(SCc4ccccc4)s3)nc2n1	3.1	8	2	-2	-5	0.92	-2	17	0.83
CCC(C)NC(=O)CSC1=Nc2ccccc2C2=NC(c3ccccc3)C(=O)N12 (configuration not stated)	0.8	13	-1	-7	3	0.87	3	-7	1.1
O=C(Nc1ccc2c(c1)C(=O)N(CC1CCCO1)C2=O)c1ccc(Cl)c(Cl)c1 (configuration not stated)	13	8	-2	-11	-3	0.92	-1	0	0.99
OCCC1CN(Cc2cnc(-c3ccccc3)s2)CCN1Cc1ccccc1 (configuration not stated)	-2.4	20	-2	2	-2	0.8	1	6	0.94
CN(C)CCNc1nc2sc3c(c2c(=O)n1-c1ccc(F)cc1)CCCCC3	-1.0	5	-2	14	5	0.95	2	6	0.94
N#Cc1nc(-c2ccccc2F)oc1N1CCCCC1	0.1	4	0	0	-6	0.96	-2	2	0.98
CC1CCCN(c2nc3ccccc3nc2C(C#N)C(=O)OC2CCCCC2)C1 (configuration not stated)	x	3	-6	x	-7	0.97	3	3	0.97
CCOC(=O)COn1c(=O)c(-c2ccc(Br)cc2)[n+]([O-])c2ccccc21	0.4	9	4	9	-6	0.91	-4	6	0.94
Cc1ccc(N(CC(=O)N2CCN(C3CCCCC3)CC2)S(=O)(=O)c2cccnc2)cc1	0.6	11	-2	0	-2	0.89	0	1	0.99
Cc1nc(N)nc(C)c1Cc1ccccc1	1.0	5	3	-7	4	0.95	4	-5	1.1
CCN(CC)C(=O)C1CCCN(Cc2ccccc2F)C1 (configuration not stated)	1.8	12	-3	-9	-3	0.88	0	12	0.88
CC(C)CCNC(=O)C1CCN(S(=O)(=O)c2ccc(-n3cnnn3)cc2)CC1	-0.8	-23	1	2	4	1.2	-6	-8	1.1
CCS(=O)(=O)N1CCC(c2nc3ccccc3[nH]2)CC1	-1.2	2	2	-5	1	0.98	3	-6	1.1
Oc1ccccc1C1Nc2cccc3cccc(c23)N1	2.8	-7	-3	-11	7	1.1	3	28	0.72
O=C(CNC(=O)c1ccccc1)NCc1ccc(Cl)cc1	-0.9	2	-3	-2	-16	0.98	-5	0	1
CC[C@@]1(C(=O)OC)N[C@H](CN(C)C(=O)Nc2ccc(C)cc2)[C@@H]2C(=O)N(C)C(=O)[C@@H]21	-1.1	13	1	-7	-5	0.87	-5	7	0.93
CCC(C)NC(=O)C1CCN(S(=O)(=O)N2CCOCC2)CC1 (configuration not stated)	-0.4	-8	2	-5	-7	1.1	0	-8	1.1
Cc1ccc(NC(=O)NC(=O)CN2CCC(C(N)=O)CC2)c(C)c1	-1.0	-13	-4	7	-7	1.1	0	2	0.98
C/C(=N\O)c1ccc2c(c1)CC(C)O2 (configuration not stated)	1.6	-14	2	2	-3	1.1	-1	-2	1
COc1ccccc1-c1ccc(SCc2ccc(F)cc2)nn1	1.7	-2	-2	-22	-5	1	-2	-3	1
CCCC1S/C(=N/N=C/c2ccc(C)cc2)N(Cc2ccc(OC)cc2)C1=O (configuration not stated)	3.5	8	-4	2	-4	0.92	-2	5	0.95
CC12C(=O)N(c3ccc(OC(=O)c4ccco4)cc3)C(=O)C1C1c3ccccc3C2c2ccccc21 (configuration not stated)	0.1	-10	-2	17	-1	1.1	-1	17	0.83
Cc1cc2c(cc1S(=O)(=O)NCC(C)c1ccccc1)n(C)c(=O)c(=O)n2C (configuration not stated)	-0.4	0	-3	-6	-6	1	-2	-5	1
Cc1cccc(-c2noc(CNC(=O)COc3ccccc3C)n2)c1	2.4	-9	-3	6	-9	1.1	1	-8	1.1
O=C(Cn1ccc(NC(=O)OCc2ccccc2)nc1=O)NCc1ccc2[nH]ccc2c1	1.2	-6	2	-4	-1	1.1	-1	-6	1.1
COc1ccc(S(=O)(=O)N2CCOCC2)cc1NC(=O)Cn1nnc2ccccc2c1=O	-2.3	-3	2	-2	-2	1	1	-2	1
CS(=O)(=O)c1ccc(C(=O)OCc2nnc(-c3ccc(Cl)cc3)o2)cc1[N+](=O)[O-]	-0.7	-2	-7	-2	-3	1	-1	-1	1
O=C(CSc1nnc2ccccn12)NC(=O)NC1CCCC1	0.2	12	1	-2	-1	0.88	-3	0	1
CCn1cc(C(=O)NC2CCCCCC2)c2cc(OC)c(OC)cc2c1=O	0.9	-8	-3	-18	3	1.1	7	-5	1.1
CSc1nsc(SCC(=O)Nc2ccc(C(=O)O)cc2)n1	-1.0	-14	-4	-1	-10	1.1	-6	11	0.89
C=CCN(CC=C)C(=S)Nc1ccc2nsnc2c1	0.9	-3	-1	-13	-4	1	0	-3	1
Cc1ccc2oc(=O)c(-c3ccc(O)cc3)c(C)c2c1	0.9	-12	-4	-16	-2	1.1	1	-8	1.1
O=C(NCCCN1CCCC1=O)c1ccc(Cl)c(Cl)c1	-0.4	6	0	-11	-7	0.94	-3	-12	1.1
COc1ccc2c(Cl)c(C(=O)N/N=C/c3ccncc3)sc2c1	-0.4	14	5	2	-9	0.86	-3	1	0.99
CCC(C)[C@H](NC(=O)N1CC(=O)Nc2ccccc21)C(=O)NC(C)CCc1ccccc1 (some centres not stated)	0.0	-7	3	-5	-6	1.1	-7	-10	1.1
CC(=O)Nc1ccc(NC(=O)CN2CCN(c3cccc(C(F)(F)F)c3)CC2)cc1	1.9	-10	-1	-7	-3	1.1	5	-5	1
COc1ccc(NC(=O)c2ccc3c(c2)OCO3)cc1	-1.9	21	-4	-2	14	0.79	-3	2	0.98
CCOc1cc(/C=N/NC(=O)CSc2nncn2C)ccc1OCC(N)=O	-0.9	6	-1	-12	-5	0.94	-3	-3	1
Cc1cc(-c2nnco2)c(C)n1-c1ccc(F)cc1	-1.3	5	-1	8	0	0.95	-2	-19	1.2
O=C(O)c1cccc(N2C(=O)Nc3ccccc3N2O)c1	-0.1	2	-1	4	-7	0.98	-3	5	0.95
O=[N+]([O-])c1cccc(/C(=N/N=C/c2ccccc2Br)C23CN4CN(CN(C4)C2)C3)c1	-1.5	-6	-1	2	1	1.1	0	-6	1.1
CC(C)CNS(=O)(=O)c1cc(C(=O)N2CCOCC2)c(Cl)cc1Cl	-2.1	1	-1	-8	-1	0.99	-3	16	0.84
CC(=O)Nc1ccc(NC(=O)CN2C(=O)COc3ccc(S(=O)(=O)N4CCCCC4)cc32)cc1	-2.0	-9	-2	-4	-5	1.1	-4	0	1

Following part:
SMILES	MPTP inh	hIAP block	MIN6 prolif	ATG4B inh	APOBEC3G inh	hIAP activ	APOBEC3A inh	mIAP block	mIAP act
COc1ccc(CNC(=S)NC2CCCCC2)cc1	1.6	-5	-5	0	-1	1.1	-3	-7	1.1
O=C(CCn1nc(-c2ccccc2)ccc1=O)N1CCN(c2ccccn2)CC1	-0.3	-10	0	6	-5	1.1	-2	2	0.98
NC(=O)c1cnn2c(-c3ccc(Cl)cc3Cl)ccnc12	-0.2	-7	0	-12	1	1.1	0	0	1
Cc1oc(-c2ccccc2F)nc1CS(=O)CC(=O)NC1CCCC1 (configuration not stated)	3.2	-26	0	2	-4	1.3	-3	5	0.95
CCOC(=O)C1CCN(C(=S)NC2CCCC2)CC1	-0.1	2	-2	6	0	0.98	-1	3	0.97
Cc1cc(C)cc(NC(=O)CCCCCN2C(=O)[C@@H]3Cc4ccccc4CN3C2=O)c1	-0.8	-9	1	10	-4	1.1	-3	5	0.95
CN(C(=O)c1cccc(N2C(=O)C3C4C=CC(C4)C3C2=O)c1)C1CCCCC1 (configuration not stated)	-0.5	18	2	-9	-6	0.82	-4	-2	1
COCC(=O)NC1(c2nnnn2CCOC(=O)Nc2ccc(Cl)cc2)CCCCC1	15	6	2	-9	-5	0.94	5	-13	1.1
CC(=O)c1ccc(NC(=O)COC(=O)CCc2ccc(S(=O)(=O)N3CCOCC3)cc2)cc1	1.2	-18	-1	-12	-5	1.2	-8	-10	1.1
CN(c1nc2c(c(=O)n(C)c(=O)n2C)n1CC(=O)c1ccccc1)C1CCCCC1	-0.2	-18	1	-5	-1	1.2	-6	-18	1.2
Cc1cc(C(=O)OC(C(=O)Nc2cccc(C(F)(F)F)c2)c2ccccc2)c(C)o1 (configuration not stated)	68*	10	0	-1	-9	0.9	2	-48	1.5

An excerpt of these results, with values under each structure:
Below each SMILES – MPTP inh, hIAP block, MIN6 prolif, ATG4B inh, APOBEC3G inh, hIAP activ, APOBEC3A inh, mIAP block, mIAP act
COc1ccc(CNC(=S)NC2CCCCC2)cc1
  1.6, -5, -5, 0, -1, 1.1, -3, -7, 1.1
O=C(CCn1nc(-c2ccccc2)ccc1=O)N1CCN(c2ccccn2)CC1
  -0.3, -10, 0, 6, -5, 1.1, -2, 2, 0.98
NC(=O)c1cnn2c(-c3ccc(Cl)cc3Cl)ccnc12
  -0.2, -7, 0, -12, 1, 1.1, 0, 0, 1
